Screens deposited in PubChem by several laboratories.
EBNA-1 inh: EBNA-1 DNA-binding inhibitors, primary screen, biochemical, fluorescence polarization | inhibition, % at 14.8 µM | 0.34% of 300,000 active; in the data active = inhibition above about 28%
PP5 primary: PP5 phosphatase inhibitors, primary screen, biochemical, fluorescence; purified PP5c, OMFP substrate fluorescence; 0.18% of 320,000 active; inhibition, % at 6.7 µM; Serine/threonine-protein phosphatase 5 (Homo sapiens), P53041; AID 1987, 2009;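 active = inhibition above the campaign's mean inhibition across all tested compounds plus 3 SD, cut at about 9.5% in these data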;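 note: 0% = DMSO only and 100% = 100 µM cantharidin control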
ZTA DNA inh: ZTA (EBV) inhibition in EBNA-1 counter-screen; P03206; ZTA-DNA binding, fluorescence polarization; inhibition, % at 11 µM; 0.15% of 320,000 active; AID 2234; in the data active = inhibition above about 33%
PP1 counter: PP1-alpha phosphatase inhibitors, primary screen, counter-screen for PP5 inhibitor project, biochemical, fluorescence, OMFP substrate, single point; AID 2235, 2010; inhibition, % at 6.7 µM; purified PP1alpha; Serine/threonine-protein phosphatase PP1-alpha catalytic subunit (Homo sapiens), P62136; 0.9% of 320,000 active;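 active = inhibition above the mean inhibition of all tested compounds plus 3 SD, computed separately for each screening campaign, cut at about 15% in these data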
Target sequence (P62136 whole entry, looked up): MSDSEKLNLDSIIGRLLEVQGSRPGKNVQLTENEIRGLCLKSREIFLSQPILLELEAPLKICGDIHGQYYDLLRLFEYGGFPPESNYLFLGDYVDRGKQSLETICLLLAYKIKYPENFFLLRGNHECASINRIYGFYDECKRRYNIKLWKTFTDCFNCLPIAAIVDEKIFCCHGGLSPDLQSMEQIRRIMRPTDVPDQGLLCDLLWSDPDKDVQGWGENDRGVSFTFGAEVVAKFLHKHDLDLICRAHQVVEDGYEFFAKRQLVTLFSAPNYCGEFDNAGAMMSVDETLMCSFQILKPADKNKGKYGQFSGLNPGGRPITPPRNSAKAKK
CTSL1 counter: Fasciola hepatica cathepsin L1 inhibitors, primary screen, counter-screen for PFM18AAP inhibitor project, biochemical, QFRET, fluorogenic peptide substrate; recombinant F. hepatica cathepsin L1, Z-Leu-Arg-MCA fluorescence; inhibition, % at 5.96 µM; 0.49% of 300,000 active; AID 1906, 2009;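 active = inhibition above the mean of all tested compounds plus 3 SD, set per screening campaign, cut at about 17% in these data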;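 note: 0% = plate median of test compound wells and 100% = 1 µM Z-Phe-Ala-diazomethylketone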
PREPL inhibitor: PREPL enzyme inhibitors, primary screen, biochemical, fluorescence polarization | Prolyl endopeptidase-like (Homo sapiens), Q4J6C6 | recombinant PREPL, fluorescence polarization activity-based probe | inhibition, % at 5.96 µM | 0.68% of 320,000 active | AID 2751, 2010; in the data active = inhibition above about 43%;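 note: 0% = enzyme with DMSO and 100% = wells lacking enzyme; many of its hits are not listed in these tables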
Target sequence (Q4J6C6 whole entry, looked up): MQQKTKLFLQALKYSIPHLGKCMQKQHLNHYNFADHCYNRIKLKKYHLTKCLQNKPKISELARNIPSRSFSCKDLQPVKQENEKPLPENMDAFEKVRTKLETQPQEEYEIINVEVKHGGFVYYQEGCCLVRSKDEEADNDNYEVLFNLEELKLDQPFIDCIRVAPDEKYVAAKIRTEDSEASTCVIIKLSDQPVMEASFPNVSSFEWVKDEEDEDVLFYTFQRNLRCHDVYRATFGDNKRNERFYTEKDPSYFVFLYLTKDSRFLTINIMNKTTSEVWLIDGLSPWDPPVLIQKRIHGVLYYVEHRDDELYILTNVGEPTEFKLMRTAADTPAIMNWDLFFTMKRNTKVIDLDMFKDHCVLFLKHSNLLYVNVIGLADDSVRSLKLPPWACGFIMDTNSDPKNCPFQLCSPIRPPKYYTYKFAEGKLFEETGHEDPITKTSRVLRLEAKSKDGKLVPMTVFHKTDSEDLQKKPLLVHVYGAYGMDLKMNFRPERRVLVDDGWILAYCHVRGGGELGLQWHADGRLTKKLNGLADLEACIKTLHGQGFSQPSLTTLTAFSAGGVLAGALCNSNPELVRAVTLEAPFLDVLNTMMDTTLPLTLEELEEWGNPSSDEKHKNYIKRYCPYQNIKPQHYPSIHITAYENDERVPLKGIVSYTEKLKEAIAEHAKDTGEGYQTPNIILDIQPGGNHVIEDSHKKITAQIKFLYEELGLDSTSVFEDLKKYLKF
Efflux pump mplx: inhibitors of Candida efflux pumps in yeast, primary screen, S. cerevisiae, Nile Red, multiplex | AID 485275, 2010 | inhibition, % at 10 µM | S. cerevisiae Candida pump triplex | 0.44% of 330,000 active;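 active = plate passing quality check with inhibition over a set limit, or well fluorescence over plate mean plus 4 SD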;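 note: Nile Red retained in pooled yeast measured as flow cytometry median fluorescence; 0% = buffer negative control and 100% = Enniatin B positive control; higher means more Nile Red kept so more efflux inhibition; some compounds called inactive have numbers as strong as hits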
core dimer inh: inhibitors of HCV core protein dimerization, primary screen, biochemical, TR-FRET, high-throughput; 0.33% of 300,000 active; inhibition, % at 5 µM; TR-FRET GST/Flag-core106 dimerization, 1536-well; AID 1899, 2009;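 active = inhibition above the mean of all tested compounds plus 3 SD, set per screening campaign, cut at about 45% in these data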
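System: GST-tagged and Flag-tagged HCV core protein residues 1-106 / Input: core106 proteins, GST 13.5 nM and Flag 17 nM / Buffer or medium: KF-containing HEPES buffer, pH 7.45, DTT, CHAPS, BSA / Probe or stimulus: Eu-anti-GST and XL665-anti-Flag labelled anti-tag antibodies / Schedule: 4 h, 22.5 °C incubation / Technique: TR-FRET 671 and 617 nm emission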
TPT1 inhibitor: Candida albicans TPT1 enzyme inhibitors, primary screen, biochemical, fluorescence polarization | AID 1962, 2009 | recombinant caTPT1, FP RNA substrate dephosphorylation | inhibition, % at 5 µM | tRNA 2'-phosphotransferase TPT1 (Candida albicans SC5314) | 0.81% of 300,000 active;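 active = inhibition above the mean of all tested compounds plus 3 SD, set per screening campaign, cut at about 24% in these data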;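 note: plate controls were DMSO alone for no effect and ferristatin control at 100 nM for full effect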
* = called active by the depositor. Not all compounds are listed, so the mix of outcomes need not match the whole.

SMILES | EBNA-1 inh | PP5 primary | ZTA DNA inh | PP1 counter | CTSL1 counter | PREPL inhibitor | Efflux pump mplx | core dimer inh | TPT1 inhibitor
CCOC(=O)C(=NCC1CCCO1)NNc1ccccc1Cl (centres undefined) | -8 | 1.5 | -2 | -3 | -2 | 9 | 0.0 | -13 | 2
Cc1ccc2c(CSc3nncs3)cc(=O)oc2c1 | 7 | 0.7 | 8 | -2 | 0 | -1 | 0.0 | 19 | -3
COc1ccccc1CNC(=O)CCn1c(=O)[nH]c2ccsc2c1=O | 15 | -0.4 | -4 | 0 | -1 | -8 | 0.0 | 3 | 1
C=CCOC(=O)C1=C(C)NC(C)=C(C(=O)OCC=C)C1c1ccco1 | -9 | 1.5 | 4 | 2 | 7 | 12 | 0.0 | 0 | 2
Cc1cc(N2CCN(c3ccccn3)CC2)n2nc(C)nc2n1 | -1 | 2.1 | -9 | -2 | -1 | 1 | -0.1 | 1 | -3
O=C1[C@H]2[C@@H](C(=O)N1c1cccc3ccccc13)C1(C(=O)c3ccccc3C1=O)N1CCC[C@@H]21 | 7 | 2.7 | 7 | -2 | 2 | 0 | 0.0 | 21 | -2
O=C(COC(=O)C1=COCCO1)Nc1ccc(Oc2ccccc2)cc1 | -2 | 4.8 | -38 | -3 | -3 | 7 | 0.0 | -2 | -4
CSc1nnc2c(n1)OC=Nc1ccccc1-2 | 5 | 2.2 | 9 | -2 | 2 | 3 | -0.1 | 6 | -2
O=C(COc1ccc(S(=O)(=O)NC2CCCCC2)cc1)N1CCN(c2ccc(F)cc2)CC1 | 2 | 1.2 | 2 | 0 | 1 | 28 | 0.0 | 19 | 0
Cc1cc(Nc2cccc(C)c2C)n2ncnc2n1 | 0 | 3.0 | -1 | -10 | -6 | 15 | 0.5 | 3 | 1
C=CCOCCN1C(=O)C2C3C=CC(C2C1=O)C1C2C(=O)N(CCOCC=C)C(=O)C2C31 (centres undefined) | 7 | -1.9 | 6 | 0 | -3 | 0 | -0.2 | 22 | -4
Cc1nc2c(ccc3c2ccc2nc(C)sc23)s1 | 8 | -0.5 | 16 | 0 | 0 | -5 | 0.0 | 0 | 1
COc1ccc(NC(=O)NCc2ccc3c(c2)OCO3)cc1OC | 4 | 0.7 | 9 | 4 | 1 | 7 | -0.1 | 7 | 2
Cc1cc(C)cc(NC(=O)C(=O)NCC2CCCO2)c1 (centres undefined) | 2 | -1.1 | -12 | 1 | 2 | 10 | -0.1 | -4 | -4
O=C(CSc1nnc(Cn2c(=O)sc3ccccc32)n1-c1ccccc1)N1CCCC1 | 5 | 2.2 | -6 | 2 | -1 | -2 | -0.1 | 1 | 0
O=C(Nc1cn(-c2ccccc2)nc1-c1ccc(Cl)cc1)c1ccccc1 | -4 | 3.9 | -9 | 2 | 5 | 1 | -0.1 | 9 | -1
CCOC(=O)CC(NS(=O)(=O)Cc1ccccc1)c1ccc(C)cc1 (centres undefined) | -1 | 1.6 | -22 | 0 | -2 | -6 | -1.2 | -9 | -3
COc1ccc(CCN2C(=O)C3C4C=CC(C3C2=O)C2C(=O)N(CCc3ccc(OC)c(OC)c3)C(=O)C42)cc1OC (centres undefined) | 10 | 0.2 | -9 | 1 | -1 | 9 | 0.0 | 2 | 3
Cc1ccc(CNC(=O)c2cc3c(=O)n4ccccc4nc3n(Cc3ccco3)c2=N)cc1 | -1 | -0.7 | -8 | -1 | -2 | 31 | -0.1 | 29 | 1
O=[N+]([O-])c1ccccc1S(=O)(=O)N1CCN(c2ccccn2)CC1 | -10 | 1.5 | -8 | -4 | -6 | -10 | 0.2 | -4 | 3
COC(=O)c1cc(=O)n(Cc2ccc3c(c2)OCO3)c(=Nc2ccc(F)cc2)s1 | -7 | 2.1 | -4 | -5 | -1 | -3 | 0.0 | 11 | -1
CCN(CC)CCn1c2ccc(F)cc2c2nc(C)sc21 | 4 | -1.1 | 4 | 3 | -2 | -2 | 0.0 | -6 | -1
COc1ccc(CC(NC(C)=O)C(=O)NC2CCN(c3nnnn3-c3ccccc3)CC2)cc1 (centres undefined) | 4 | -0.6 | 1 | -3 | -3 | 3 | 0.0 | -1 | -5
CC(C)(C)c1ccc(C(=O)N2CCN(c3ncccn3)CC2)cc1 | 2 | -0.3 | 2 | -3 | -1 | -1 | 0.1 | 0 | -4
O=C(OCCCN1C(=O)c2ccccc2C1=O)c1ccco1 | 4 | -2.4 | 3 | -2 | 3 | -9 | 0.0 | -1 | -2

The list continues.
SMILES | EBNA-1 inh | PP5 primary | ZTA DNA inh | PP1 counter | CTSL1 counter | PREPL inhibitor | Efflux pump mplx | core dimer inh | TPT1 inhibitor
COC(=O)C1=C(C)N(C)C(=O)NC1c1cc2c(cc1Br)OCO2 (centres undefined) | -14 | 2.5 | -7 | 1 | -2 | 10 | 0.3 | -5 | 4
CCOC(=O)N1CCN(C(=O)CCCn2c(=S)[nH]c3ccccc3c2=O)CC1 | 1 | 0.1 | 6 | -1 | 2 | -21 | 0.1 | -1 | -1
O=S(=O)(c1ccc(Br)c2ccccc12)N1CCOCC1 | 0 | 1.8 | 5 | -1 | -4 | -6 | -0.2 | 13 | 0
CC(C)C(=O)NC(c1ccco1)c1c(O)ccc2ccccc12 (centres undefined) | -5 | -0.6 | 5 | -1 | -1 | -1 | 3.6 | 1 | 0
CCN1CCN(C(=O)CN(C)S(=O)(=O)c2ccc(OC)c(C)c2)CC1 | 5 | 0.9 | 1 | 0 | 2 | 10 | 0.1 | 1 | 1
CCN(CC(=O)Nc1ccccc1C(F)(F)F)C(=O)c1cc(-c2ccccc2)nn1-c1ccccc1 | -2 | 2.7 | 6 | 1 | 0 | -11 | 0.0 | 6 | 0
Cc1cc2nn(-c3ccccc3)nc2cc1NC(=O)c1cccs1 | 1 | 3.5 | -4 | 6 | -1 | -3 | 0.0 | 7 | -5
Cc1cc(C)cc(NC(=S)N(CCN(C)C)C(C)c2cccnc2)c1 (centres undefined) | -6 | 1.1 | -5 | -1 | -3 | -7 | 0.1 | -5 | -1
CCC(=O)NC(c1ccc(C)cc1)c1cc([N+](=O)[O-])c2cccnc2c1O (centres undefined) | -10 | 0.6 | 0 | 39* | 7 | 14 | -0.2 | -11 | -1
C=CCN(c1ccccc1)S(=O)(=O)c1cccc(C(=O)NCc2ccncc2)c1 | -5 | -0.1 | -1 | 3 | -2 | -2 | -0.2 | 0 | -1
COCc1[nH]nc2c1C1(C(=O)Nc3ccc(F)cc31)C(C#N)=C(N)O2 (centres undefined) | -2 | 0.1 | -3 | -7 | -1 | 3 | 0.0 | -5 | 3
Cc1cc(C)n(-c2ccc([N+](=O)[O-])cc2)n1 | -8 | -0.2 | -26 | 5 | 2 | 5 | 0.2 | -6 | -1
Cc1cc(C)n2nc(SCC(=O)N3CCc4ccccc43)nc2n1 | -1 | 2.5 | 9 | 0 | -4 | 1 | 2.8 | 1 | 0
O=C(CN1C(=O)C(=O)N(Cc2ccco2)C1=O)NC1CCCCC1 | 10 | -1.1 | 15 | -9 | -1 | -4 | -0.1 | 0 | -2
CC(C)CCc1noc(CN2CCN(CC(=O)NC(C)C)CC2)n1 | -6 | 0.7 | -23 | -5 | 4 | 16 | -0.1 | -2 | -1
Cc1ccc(/C=C/C(=O)NCCCc2ccccc2)cc1 | -5 | 1.7 | 3 | 3 | -1 | -2 | -0.1 | 1 | -2
C(=C\c1nc2ccccc2[nH]1)/c1ccccc1 | -6 | 0.5 | -8 | 0 | 3 | -12 | 0.1 | -5 | -3
C#CCn1c(O)c(N=NC(=O)C(O)c2ccccc2)c2ccccc21 (centres undefined) | -9 | -0.1 | -6 | -1 | 2 | 18 | 0.2 | -5 | 3
CCC(=O)Nc1nnc(SCC(=O)N2c3ccccc3CC2C)s1 (centres undefined) | -4 | -1.0 | 2 | 1 | 6 | -2 | -0.1 | 7 | -6
Cc1cccc(-c2noc(CCCC(=O)Nc3cccnc3)n2)c1 | -3 | -0.7 | 10 | -2 | -2 | -8 | 0.1 | -1 | 3
N=c1oc2ccc(Br)cc2cc1C(=O)NC1CCCCCC1 | 6 | 1.0 | 5 | -1 | 2 | -1 | 0.1 | 3 | -5
CSc1cccc(NC(=O)N2CCN(C)CC2)c1 | 3 | 0.7 | -8 | 1 | 0 | 6 | 0.1 | -3 | -2
CCN(CC)c1ccc2cc(S(=O)(=O)c3ccc(C)cc3)c(=O)oc2c1 | -3 | -0.1 | -2 | 1 | 7 | 2 | 0.0 | 21 | 70*
CSCCC(NS(=O)(=O)c1ccccc1F)C(=O)NCCCn1nc(C)cc1C (centres undefined) | -15 | 0.7 | -10 | -5 | -3 | -10 | -0.1 | -7 | -5
O=C(NCc1ccco1)c1c2c(nc3ccccc13)CCC2 | 2 | 3.6 | 12 | 13 | 6 | 4 | 0.0 | 91* | 2

Grouped by structure: the compounds so far with a Cl atom.
SMILES | EBNA-1 inh | PP5 primary | ZTA DNA inh | PP1 counter | CTSL1 counter | PREPL inhibitor | Efflux pump mplx | core dimer inh | TPT1 inhibitor
CCOC(=O)C(=NCC1CCCO1)NNc1ccccc1Cl (centres undefined) | -8 | 1.5 | -2 | -3 | -2 | 9 | 0.0 | -13 | 2
O=C(Nc1cn(-c2ccccc2)nc1-c1ccc(Cl)cc1)c1ccccc1 | -4 | 3.9 | -9 | 2 | 5 | 1 | -0.1 | 9 | -1

The list continues:
SMILES | EBNA-1 inh | PP5 primary | ZTA DNA inh | PP1 counter | CTSL1 counter | PREPL inhibitor | Efflux pump mplx | core dimer inh | TPT1 inhibitor
COCc1ccc(CN2CCCC(CO)(Cc3ccccc3C)C2)o1 (centres undefined) | -6 | 1.5 | -3 | 2 | 0 | 1 | 0.3 | -6 | 4
CN(C)CCCNC(=S)N(CCCO)Cc1cc2cc3c(cc2[nH]c1=O)OCO3 | -8 | -0.6 | -11 | -4 | 7 | 13 | 0.1 | -3 | 3
CCc1ccc(C2C(C#N)=C(N)Oc3n[nH]c(CC(=O)OC)c32)cc1 (centres undefined) | 4 | 0.1 | -4 | -1 | -3 | -4 | -0.1 | 2 | -2
COC(=O)c1c(-c2ccccc2)csc1NC(=O)C1CC=CCC1C(=O)O (centres undefined) | -13 | 2.7 | 11 | 4 | -1 | 9 | 0.3 | 6 | -2
CCOc1ccc(Nc2ccc([N+](=O)[O-])c3nonc23)cc1 | -2 | 0.5 | 2 | 3 | 3 | 38 | 0.0 | -22 | 2
CCOC(=O)NC(NCCc1ccccc1)(C(F)(F)F)C(F)(F)F | 6 | 0.7 | 7 | -2 | 0 | 7 | -0.1 | -7 | -3
COc1cccc(NC(=O)CSc2nc(=O)n(Cc3ccncc3)c3c2CCCC3)c1 | -2 | -0.2 | -5 | -4 | 3 | -2 | 0.0 | 1 | 0
CCN(CC(=O)Nc1c(C(=O)OC)[nH]c2ccc(Cl)cc12)c1ccc2c(c1)OCO2 | -8 | 2.5 | 7 | 2 | 10 | 28 | -0.3 | 2 | -26
CC1=CC(C)(C)N(C(=O)CNC2CCCC2)c2cc(C)ccc21 | 1 | 1.1 | 14 | -1 | 1 | 3 | 0.0 | 0 | -3
C/C(=N\NC(=O)c1c(Br)c(C)nn1C)c1ccc(NC(=O)C(C)Oc2ccc(Cl)cc2C)cc1 (centres undefined) | 3 | 4.4 | -3 | 5 | 2 | -26 | 0.0 | 18 | 3
CCCn1nnnc1NC(=O)COc1ccc(Cl)cc1C | -5 | 0.3 | -8 | 1 | -2 | -3 | 0.0 | 0 | -1
